mIAP inh: mouse IAP inhibition; purified mouse IAP, CDP-Star luminescence, 30 min; inhibition, % at 10 µM; 0.2% of 330,000 active;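 active = inhibition of at least 40% at 10 µM in the primary screen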;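 note: plate controls were DMSO with enzyme for no effect and no enzyme wells for full effect; values of inactives mirror those of a sister screen read the other way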
A3A deaminase: blocks human APOBEC3A ssDNA deamination; inhibition, % at 20 µM; 0.41% of 330,000 active; P31941; AID 493011; recombinant A3A, FAM/TAMRA ssDNA deamination fluorescence;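 active = at least 40% inhibition at 20 µM here, with at most 30% in a related deaminase screen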;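 note: plate controls were A3A with DMSO for no effect and wells lacking A3A enzyme for full effect; some results filed as inactive read as strong as hits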
Target sequence (P31941 whole entry, looked up): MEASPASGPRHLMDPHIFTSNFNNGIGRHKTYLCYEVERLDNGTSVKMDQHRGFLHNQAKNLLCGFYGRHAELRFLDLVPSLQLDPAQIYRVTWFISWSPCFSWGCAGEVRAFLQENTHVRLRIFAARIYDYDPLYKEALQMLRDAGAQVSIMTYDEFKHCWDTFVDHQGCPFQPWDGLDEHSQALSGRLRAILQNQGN
mIAP act: increases mouse intestinal alkaline phosphatase activity. activation factor at 10 µM. 0.24% of 330,000 active. muIAP, CDP-Star luminescence, 30 min; stronger effect = higher value; 1 = vehicle-only enzyme signal, 0 = enzyme-free wells;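 active = activation factor of at least 2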; note: the source names both 10 and 20 µM as test concentration; values of inactives mirror those of a sister screen read the other way
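Assay system: mouse IAP enzyme / Compound: DMSO-dissolved test compounds / Timing: 30 min, room temperature / Measured by: luminescence from enzymatic CDP-Star hydrolysis / Control set: DMSO-only wells, enzyme-free buffer wells as negative control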
hIAP act: increases human intestinal alkaline phosphatase activity; purified human IAP, CDP-Star luminescence, 30 min; stronger effect = higher value; 1 = vehicle-only enzyme, 0 = enzyme-free background; P09923; 0.16% of 330,000 active; activation factor at 10 µM;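 active = activation factor of the enzyme at least 2-fold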; note: the source names both 10 and 20 µM as test concentration; values of inactives mirror those of a sister screen read the other way
Target sequence (P09923 whole entry, looked up): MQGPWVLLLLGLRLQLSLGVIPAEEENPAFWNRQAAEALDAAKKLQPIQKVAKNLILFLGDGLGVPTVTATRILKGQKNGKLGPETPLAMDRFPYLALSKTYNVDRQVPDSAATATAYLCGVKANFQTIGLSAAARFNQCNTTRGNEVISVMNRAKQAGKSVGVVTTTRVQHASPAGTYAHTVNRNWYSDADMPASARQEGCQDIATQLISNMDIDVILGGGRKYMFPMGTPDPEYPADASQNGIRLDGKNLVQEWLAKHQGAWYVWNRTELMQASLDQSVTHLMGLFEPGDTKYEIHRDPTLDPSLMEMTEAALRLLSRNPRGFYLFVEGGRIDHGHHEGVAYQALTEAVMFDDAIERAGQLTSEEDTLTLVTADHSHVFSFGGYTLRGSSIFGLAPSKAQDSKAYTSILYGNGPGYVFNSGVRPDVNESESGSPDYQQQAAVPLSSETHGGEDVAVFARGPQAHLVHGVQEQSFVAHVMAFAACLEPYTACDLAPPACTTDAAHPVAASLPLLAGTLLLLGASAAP
beta cell repl: MIN6 beta-cell proliferation induction; MIN6 cells proliferation, ATPlite luminescence, 48 h; cells starved in 0.2% serum; 100% = growth in 10% serum; proliferation, % at 10 µM; 0.29% of 330,000 active;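 active = compounds whose signal lies at least 3.5 SD above the mean of all wells on their plate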;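 note: 0% = DMSO-treated cells in low-serum medium and 100% = 10% serum control; some compounds called inactive have numbers as strong as hits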
ATG4B inh: ATG4B (human) cysteine protease inhibition | ATG4B cleavage of LC3-PLA2, NBD-HPC fluorescence, 1 h | inhibition, % at 8.33 µM | Q9Y4P1 | 0.51% of 340,000 active | AID 504462; in the data active = inhibition above about 40%
hIAP block: human IAP inhibition. purified IAP, CDP-Star luminescence, 30 min. P09923. 0.12% of 330,000 active. inhibition, % at 10 µM;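 active = inhibition reaching a set limit with compound at 10 µM in the primary screen, cut at about 35% in these data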;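 note: plate controls were DMSO wells with enzyme for no effect and no-enzyme buffer wells for full effect; values of inactives mirror those of a sister screen read the other way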
MPTP inh: blocks calcium-induced mitochondrial swelling | isolated mouse mitochondria, Ca2+ swelling absorbance, 30 min | inhibition, % at 10 µM | 1.4% of 360,000 active | AID 602449;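 active = inhibition of 50% or more, scaled per plate between neutral and stimulator controls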;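 note: 0% = DMSO wells given calcium and 100% = 1 mM EGTA wells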
A3G deaminase: blocks human APOBEC3G single-stranded DNA deamination; Q9HC16; recombinant A3G, ssDNA deamination FAM/TAMRA fluorescence; inhibition, % at 20 µM; 0.28% of 330,000 active; AID 493012;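 active = inhibition of at least 40% at 20 µM, with no more than 30% in the related APOBEC3A deaminase screen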;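 note: plate controls were DMSO wells with A3G for no effect and wells lacking A3G enzyme for full effect; some compounds called inactive have numbers as strong as hits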
The depositor's hits bear a star; · = no result given.

Order of results – mIAP inh, A3A deaminase, mIAP act, hIAP act, beta cell repl, ATG4B inh, hIAP block, MPTP inh, A3G deaminase
[1] CN(C)CC/C=C1\c2ccccc2Sc2ccc(Cl)cc21
  2, -4, 0.97, 0.85, -8, 34, 15, 97*, -9
[2] O=C(CCC1CCCCC1)NCc1ccccn1
  0, 2, 1, 1.1, 0, -7, -5, -0.9, -3
[3] COc1ccc(O[C@H]2C=C[C@@H](c3ccccc3)O[C@@H]2COC(=O)CC/C(C)=N/O[C@H](C)c2cn([C@@H]3COC[C@H]3O)nn2)cc1
  -4, -1, 1, 0.83, -1, ·, 17, ·, -5
[4] COc1ccc(C2=Nn3c(nnc3-c3ccccn3)SC2)cc1OC
  5, 4, 0.95, 1, 0, -10, -1, 1.3, 1
[5] CCOC(=O)C1CCCN(c2nc(C)nc3c2oc2ccccc23)C1 (configuration not stated)
  3, -7, 0.97, 0.87, -6, 5, 13, -0.1, -10
[6] CCc1ccccc1NC(=O)C1CCCN1C(=O)Nc1ccc(C)cc1 (configuration not stated)
  3, -2, 0.97, 1, -2, 0, -2, 1.3, -6
[7] CN1CCN(S(=O)(=O)c2ccc(C3CCCCC3)cc2)CC1
  -7, 45*, 1.1, 1, 5, -5, -2, -1.0, 8
[8] COc1cccc(NC(=O)C2CC(=O)n3cnnc3S2)c1 (configuration not stated)
  3, -1, 0.97, 1, 0, -8, 0, -1.0, 25
[9] COc1cc(CN2CCC(C(=O)NC3CCCC3)CC2)cc(OC)c1O
  4, -2, 0.96, 1, 0, -3, -3, -0.9, -5
[10] O=C(c1cccc(Cl)c1)N1CCN(C2CCCCC2)CC1
  6, -5, 0.94, 1.3, -2, -8, -26, 0.0, -5
[11] N#Cc1c(F)cccc1NCCCn1ccnc1
  0, -4, 1, 0.94, 5, -4, 6, -0.6, -4
[12] O=C(NCc1ccco1)c1cnn2cccnc12
  2, -4, 0.97, 1, 2, 1, 0, -0.6, -13
[13] COC(=O)[C@]1(Cc2ccccc2)N[C@H](c2ccc(-c3ccc(Cl)c(Cl)c3)cc2)[C@@H]2C(=O)N(C)C(=O)[C@@H]21
  3, -3, 0.97, 0.83, -7, 3, 17, 0.4, -5
[14] CC(C)CNS(=O)(=O)c1ccc(CCC(=O)Nc2cc(Cl)ccc2Oc2ccccc2)cc1
  -45, 2, 1.4, 0.93, -3, -1, 7, -1.0, -4
[15] Cc1cccc(C(=O)N[C@H](C(=O)Nc2nc3ccccc3[nH]2)C(C)C)c1
  -2, 2, 1, 1.3, -5, 10, -34, 0.3, -3
[16] CCCCn1c(N)c(N(CCOC)C(=O)CCc2ccc(OC)cc2)c(=O)[nH]c1=O
  16, -2, 0.84, 1, -2, -2, -4, 0.2, -5
[17] COCCN(C(=S)Nc1cccc(C)c1)C(C)c1cccs1 (configuration not stated)
  10, -2, 0.9, 0.83, 0, -5, 17, -0.6, -5
[18] CCN(CC)S(=O)(=O)c1ccc(NC(=O)c2cc(-c3ccccc3)nc3ccccc23)cc1
  17, -4, 0.83, 0.93, 0, 6, 7, 7.9, -7
[19] Cc1cc(C(=O)N/N=C/c2cccn2C)no1
  1, -1, 0.99, 0.94, 0, 3, 6, 0.2, -9
[20] Cc1cc(Br)ccc1NC(=O)CNC(=O)CSc1ncccn1
  7, -2, 0.93, 1.1, 0, 5, -7, -1.5, -3
[21] NC(=O)CC1(CC(=O)O)CCCCC1
  5, -3, 0.95, 1, 0, -3, -4, -0.2, -5
[22] COCCCNC(=O)Cn1c(=O)n(Cc2ccccc2Cl)c(=O)c2cc(OC)c(OC)cc21
  7, 2, 0.93, 1.2, -3, 2, -17, 0.2, 0
[23] CCCN(CC(=O)Nc1ccccc1OC)C(=O)CCC(=O)c1ccc(Cl)s1
  -2, 2, 1, 0.92, 0, -55, 8, -1.6, 1
[24] Cn1c2c(c(=O)n(C)c1=O)C(NC(=O)c1ccco1)(C(F)(F)F)C(=O)N2 (configuration not stated)
  6, -4, 0.94, 1.1, -1, 7, -12, -0.6, -7
[25] O=C(O)c1ccccc1OCc1nc2ccccc2s1
  7, 3, 0.93, 1, 0, 9, 0, -0.5, -1
[26] CC(C)C(NS(=O)(=O)c1cccs1)C(=O)N(C)Cc1ccccc1 (configuration not stated)
  -7, -5, 1.1, 1.2, -1, -5, -16, -0.5, -7
[27] Cc1ccccc1-n1c(C)nc2ccccc21
  -3, -2, 1, 1, 2, 1, -2, -0.5, -2
[28] C[C@H](CO)N1C[C@H](C)[C@@H](CN(C)C(=O)NC2CCCCC2)Oc2ccc(NS(=O)(=O)c3cccs3)cc2C1=O
  -1, 1, 1, 1.1, -2, -5, -13, 0.6, -3
[29] CCS(=O)(=O)C1=NN2C(=N)/C(=C\c3ccc(OS(=O)(=O)c4ccccc4)c(OC)c3)C(=O)N=C2S1
  4, -6, 0.96, 1.3, -2, ·, -26, ·, -3
[30] Cc1ccc(S(=O)(=O)N2CCN(c3c([N+](=O)[O-])cc(C(F)(F)F)cc3[N+](=O)[O-])CC2)cc1
  15, 2, 0.85, 0.97, -2, 7, 3, 2.5, 1
[31] CC(OC(=O)C1=COCCO1)C(=O)NC1(C#N)CCCCC1 (configuration not stated)
  0, 0, 1, 0.85, -2, 0, 15, -1.1, -5
[32] Cc1ccccc1/C=N\NC(=O)c1ccc(Cn2cccn2)o1
  6, 2, 0.94, 1.1, 1, 2, -9, 1.2, -3
[33] COc1ccc(Nc2nc(NC(C)(C)C)nc(N3CCCC3)n2)c(OC)c1
  7, 1, 0.93, 0.87, -6, -4, 13, 1.9, -2
[34] N=C1C(c2nc3ccccc3[nH]2)=C(O)CN1c1ccccc1
  0, -3, 1, 1.1, -1, 10, -5, 0.4, -8
[35] O=C1CC(c2ccccc2)=Nc2ccc(Br)cc2N1
  -9, -2, 1.1, 0.9, -1, 12, 10, -3.2, -9
[36] O=c1c2cc3c(=O)n(CC4CCCO4)c(=O)c3cc2c(=O)n1CC1CCCO1 (configuration not stated)
  -7, -1, 1.1, 0.91, -3, -6, 9, -0.1, 4
[37] CC(C)N=C(NS(=O)(=O)c1ccccc1)C(Cl)(Cl)Cl
  4, -3, 0.96, 0.96, -7, 20, 4, 2.0, -6
[38] Cc1[nH]c2ccccc2c(=O)c1C(=O)/C=C/c1ccccc1
  -5, -2, 1, 1, -5, -3, 0, 1.8, 1
[39] CC(=O)Nc1ccc(C2=NN(c3ccccc3)C(c3cccs3)C2)cc1 (configuration not stated)
  -131, 5, 2.3*, 1.2, -4, 15, -16, -0.1, -1
[40] CC(C)(C)OC(=O)C[C@H]1C/C=C\C[C@@H](CC(=O)N(CCO)Cc2ccccc2)C(=O)NCCOC1=O
  4, -4, 0.96, 0.98, -3, 3, 2, 0.3, -10
[41] Cc1noc(C)c1COC(=O)c1ccc(N(C)C)cc1
  2, 0, 0.98, 0.98, 1, 1, 2, -4.4, -6
[42] CC(=O)Nc1ccc(Oc2nc(C)cc(C)n2)cc1
  8, 4, 0.93, 0.98, -2, 4, 2, 0.2, -3
[43] CC(=O)c1cccc(NC(=O)C2COc3ccccc3O2)c1 (configuration not stated)
  4, -6, 0.96, 0.81, -4, 3, 19, -0.4, -9
[44] O=C(CSCc1ccc(F)cc1)N1CCOCC1
  -8, -3, 1.1, 1, -3, -1, -4, 0.2, -2
[45] COc1ccc(C(CNC(=O)c2cccc(S(=O)(=O)N3CCc4ccccc43)c2)N(C)C)cc1 (configuration not stated)
  4, -4, 0.96, 1.1, -5, -2, -10, 2.6, -4
[46] O=S(=O)(c1ccccc1)c1cnc(-c2ccccc2)nc1N1CCCCC1
  4, 2, 0.96, 0.88, -5, -8, 12, 0.9, -5
[47] CSc1ncccc1C(=O)OCC(=O)c1ccc2c(c1)NC(=O)CO2
  4, 0, 0.96, 1.1, -3, 4, -9, 1.8, -8
[48] O=C(CSc1nc2ccccc2c(=O)[nH]1)Nc1ccc(S(=O)(=O)N2CCCC2)cc1
  -4, -2, 1, 1.1, -3, -3, -11, -2.4, -3
[49] O=S(=O)(N/N=C\c1cccnc1)c1ccccc1
  -3, 2, 1, 1, -2, 7, 0, 0.2, -1
[50] O=C(N/N=C/c1ccc(Br)cc1)c1cc[n+](Cc2ccccc2)cc1
  14, 0, 0.86, 1.1, 0, 7, -10, -1.4, -2
[51] COc1c2c(cc3oc(=O)c4c5ccc(O)cc5oc4c13)OC(C)(C)CC2
  -2, 3, 1, 1.1, -1, -25, -11, 2.1, -4
[52] COc1ccc(OCC(=O)Nc2nc3cc4c(cc3s2)OCCO4)cc1
  -2, -4, 1, 1, -3, -4, -2, 0.1, -7
[53] CN1CCCN(C(=O)CNC(=O)c2ccccc2Br)CC1
  -5, -2, 1.1, 1.1, -3, 1, -11, 0.5, -7
[54] C/C(=C(\C#N)C(=O)NCc1ccccc1)N(C)C
  -4, -4, 1, 0.82, 2, -5, 18, -1.4, -4
[55] Cc1c(C)c2c(OCC(=O)N[C@@H](Cc3ccccc3)C(=O)O)cc3c(c2oc1=O)CCC(C)(C)O3
  3, -1, 0.97, 0.86, -3, -10, 14, 1.3, -1
[56] CC(=O)c1cccc(N(C(=O)Cn2nnc3ccccc32)C(C(=O)NC2CCCCC2)c2cn(C)nc2C)c1 (configuration not stated)
  -15, -5, 1.2, 1.1, -1, -13, -9, -0.6, -1
[57] Cc1nnc2ccc(N3CCC4(CC3)OCCO4)nn12
  1, 1, 0.99, 0.95, -2, -2, 5, 0.4, -6
[58] COc1ccc(C(=O)N(C)c2ccccc2C(=O)NCCc2ccccc2)cc1
  0, 21, 1, 0.91, -6, -2, 10, -1.2, -6
[59] N#CC1(c2ccccc2)CCCN1C(=O)c1ccco1 (configuration not stated)
  6, -1, 0.94, 1.1, 5, -6, -15, -3.7, 0
[60] O=[N+]([O-])c1cc(C(F)(F)F)ccc1SCC(O)CO (configuration not stated)
  -4, -6, 1, 1.1, -2, -1, -10, -3.8, -4
[61] Cc1ccc(S(=O)(=O)NCC(c2ccco2)N2CCc3ccccc3C2)cc1 (configuration not stated)
  0, 0, 1, 1.1, -3, 8, -8, 1.8, 1
[62] CNS(=O)(=O)c1ccc(C(=O)NCC(=O)NCC2COc3ccccc3O2)cc1 (configuration not stated)
  -17, -3, 1.2, 1.1, -1, -2, -8, 0.6, -5
[63] CCN1CCC2(CC1)N=C(c1ccc(F)cc1)C(=S)N2C(=O)c1ccc(C)cc1
  12, -5, 0.88, 1.2, 0, 3, -19, -2.8, -10

From PubChem

Random draw from the library; 3.3% or so of the library scored in one or more.
